LYP act – activators of human LYP (PTPN22) phosphatase; 0.11% of 96,000 active; activation, % at 2 µM; AID 697; recombinant LYP, DiFMUP fluorescence; 0 = plate median, 100 = signal doubled;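 active means activation at 2 µM above a set limit, the mean plus 5 SD, cut at about 37% in these data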
Target sequence (Q9Y2R2 whole entry, looked up): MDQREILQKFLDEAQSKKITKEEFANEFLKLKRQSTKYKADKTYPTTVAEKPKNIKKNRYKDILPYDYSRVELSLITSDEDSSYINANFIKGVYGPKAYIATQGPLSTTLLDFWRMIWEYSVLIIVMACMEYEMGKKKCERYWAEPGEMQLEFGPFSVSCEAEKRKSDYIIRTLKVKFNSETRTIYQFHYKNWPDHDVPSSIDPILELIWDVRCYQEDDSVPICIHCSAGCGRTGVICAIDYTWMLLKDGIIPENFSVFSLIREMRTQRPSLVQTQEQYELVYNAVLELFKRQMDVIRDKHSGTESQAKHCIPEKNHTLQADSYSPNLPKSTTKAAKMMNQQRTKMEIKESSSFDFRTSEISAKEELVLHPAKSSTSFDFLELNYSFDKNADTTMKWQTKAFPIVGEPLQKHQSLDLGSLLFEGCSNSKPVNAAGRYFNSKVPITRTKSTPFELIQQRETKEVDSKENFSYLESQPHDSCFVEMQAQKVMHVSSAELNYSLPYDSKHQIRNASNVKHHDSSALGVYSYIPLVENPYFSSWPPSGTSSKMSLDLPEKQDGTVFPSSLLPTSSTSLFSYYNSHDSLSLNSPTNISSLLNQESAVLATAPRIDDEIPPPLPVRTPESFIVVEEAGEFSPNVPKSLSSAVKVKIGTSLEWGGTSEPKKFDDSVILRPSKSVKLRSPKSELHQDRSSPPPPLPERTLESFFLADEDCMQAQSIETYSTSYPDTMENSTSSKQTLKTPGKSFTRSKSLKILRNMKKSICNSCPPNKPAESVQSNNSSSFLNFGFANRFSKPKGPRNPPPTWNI
CYP2C9 inhib – inhibitors of human CYP2C9; P11712; CYP2C9 Supersomes, luciferin-H conversion, luminescence; inhibition, % at 5 µM; 20% of 96,000 active;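 active means blocking of liver enzyme CYP2C9 beyond about 50% at 5 µM, limit read from the data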; further: values of inactives mirror those of a sister screen read the other way
EphB4 ephrin blk – antagonists of human EphB4-ephrin-B2 interaction; P54760; EphB4 LBD / TNYL-RAW-Alexa532 peptide, fluorescence polarization; inhibition, % at 7 µM; 0.15% of 97,000 active;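 active means inhibition above the screen-wide mean inhibition plus 3 SD, cut at about 15% in these data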;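 further: 0% = DMSO wells and 100% = excess unlabeled TNYL-RAW peptide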
PLK1 PBD inh – Plk1 (human) PBD binding inhibition; 0.13% of 97,000 active; AID 693; inhibition, %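 (tested at about 20 µM)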; P53350; Plk1 PBD phosphopeptide binding, fluorescence polarization; in the data active means inhibition above about 34%, passing the limit was not always enough
Calb biofilm kill – kills Candida albicans biofilms; AID 834; C. albicans biofilm + clotrimazole, Alamar Blue; 0.14% of 85,000 active; inhibition, % at 6 µM;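 active means inhibition above 20%; inactive means inhibition below 20%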;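 further: preformed 24 hr biofilms exposed to compound for 48 hr; 0% = biofilm without compound and 100% = blank killed by clotrimazole plus chlorhexidine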
PLK1 kinase inh – blocks human PLK1 kinase activity | inhibition, % at 10 µM | recombinant PLK1 kinase, TR-FRET peptide phosphorylation | 0.53% of 97,000 active | AID 619;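 active means inhibition of 50% or more in the single-concentration screen; inactive means inhibition below 50%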;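 further: 0% = DMSO max control and 100% = H-89 dihydrochloride min control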
Rev-RRE block – disrupts HIV-1 Rev binding to RRE RNA; 0.79% of 97,000 active; AID 704; P05866; inhibition, % at 8 µM; Rev peptide-RRE RNA binding, FRET;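 active means inhibition above the screen-wide mean plus 3 SD, cut at about 35% in these data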;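 further: 0% = median DMSO wells and 100% = median Neomycin B control wells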
Target sequence (P05866 whole entry, looked up): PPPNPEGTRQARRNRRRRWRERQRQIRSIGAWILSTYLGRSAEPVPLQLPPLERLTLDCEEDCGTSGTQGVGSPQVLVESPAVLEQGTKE
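Assay system: Labelled RRE RNA duplex and labelled Rev peptide | Times: 5 min preincubation and 15 min binding, 25 °C | Detection: FRET, ex 480 nm, em 540 and 671 nm | Evaluation: % inhibition of FRET ratio versus controls | Benchmarks: DMSO wells as 0% and neomycin B wells as 100% inhibition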
CYP2C9 activ – CYP2C9 (human) activation; recombinant CYP2C9, luciferin-H conversion, luminescence; active compounds read high; factor 1 = untreated enzyme, 0 = blocked; activation factor at 5 µM; AID 1024; 1.4% of 96,000 active;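 active means activation factor of 2 or more for CYP2C9 at a 5 µM dose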;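 further: 0 = sulfaphenazole-blocked wells and 1 = vehicle-only wells; values of inactives mirror those of a sister screen read the other way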
LYP inh 2 – LYP (human) phosphatase inhibition | recombinant LYP catalytic domain, DiFMUP fluorescence | inhibition, % at 2 µM | 0.21% of 96,000 active | AID 640;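 active means inhibition at 2 µM at or above a set limit, the screen mean plus 3 SD, cut at about 24% in these data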;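 further: 0% = DMSO with enzyme and 100% = enzyme fully blocked by orthovanadate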
An asterisk follows results filed as active; . = no result given.

SMILES	LYP act	CYP2C9 inhib	EphB4 ephrin blk	PLK1 PBD inh	Calb biofilm kill	PLK1 kinase inh	Rev-RRE block	CYP2C9 activ	LYP inh 2
CN(Cc1ccco1)C(=O)C(Cc1ccccc1)NS(=O)(=O)c1ccc2c(c1)CCC(=O)N2 (stereo not drawn)	0.3	71.2*	-4.2	-8.2	7.8	-8.8	1.9	0.3	-0.9
O=C(CSCc1ccccc1)Nc1ccc(Cl)cn1	2.4	69.9*	3.6	3.7	-0.5	-7.7	3.8	0.3	-0.5
Cc1ccc(C)c(N2CCN(C(=O)c3ccc4nc(-c5ccco5)c(-c5ccco5)nc4c3)CC2)c1	-20.7	44.8	8.0	-5.3	6.1	-8.5	4.5	0.6	22.3
N#CC1=C2SCN(Cc3ccccc3)CN2C(=O)CC1c1cccs1 (stereo not drawn)	1.3	60.2*	3.4	-0.7	-1.2	-15.1	3.2	0.4	-2.8
Cc1ccc(-n2nnnc2SCC(=O)Nc2c(C)n(C)n(-c3ccccc3)c2=O)cc1	9.9	-80.9	-0.7	-15.8	6.4	-6.3	-1.8	1.8	-9.2
COc1ccc(C2OC(=O)CC2C(=O)NC2CCCC(C)C2C)cc1OC (stereo not drawn)	0.5	-10.5	2.8	0.2	7.5	-6.2	-0.4	1.1	0.6
O=C(Nc1nccs1)NC1CCCCC1	7.5	8.9	3.0	-21.8	6.3	-6.1	5.0	0.9	-6.8
CCC(=O)n1nc(-c2cccnc2)nc1NCc1ccc(OC)cc1	2.6	61.4*	-6.7	-3.9	3.3	-4.5	9.8	0.4	-2.7
O=C1CN2C(=N1)N(Cc1ccccc1)c1ccccc12	-1.4	-1.6	-4.4	-4.8	2.6	-4.9	8.5	1	-0.3
CC12C=CC3(CN(Cc4ccccc4)C(=O)C3C1C(=O)NCc1ccco1)O2 (stereo not drawn)	8.2	2.1	-7.1	-6.0	8.3	-1.7	1.5	1	-9.4
COc1cccc(N2C(=O)C3CCCN3C2c2ccc(F)cc2)c1 (stereo not drawn)	-3.5	-9.4	-8.3	-9.8	-3.8	-7.5	4.0	1.1	1.3
CC1CCCCN1C(=O)c1cnn2c(C(F)(F)F)cc(-c3ccco3)nc12 (stereo not drawn)	3.5	22.5	8.0	-47.6	7.7	-9.2	5.8	0.8	-4.5
CC(C)C(NC(=O)c1ccccc1)c1nnc(SCC(=O)Nc2nccs2)n1C (stereo not drawn)	-0.5	8.9	-4.4	-20.2	11.4	6.1	-5.0	0.9	2.5
COc1cc(C(=O)OC2CCCCC2=O)cc(OC)c1C (stereo not drawn)	-0.9	36.7	6.1	4.0	4.8	-68.0	5.4	0.6	-1.1
CC(C)(C)NC(=O)C1Cc2ccccc2CN1C(=O)Nc1cccc(Cl)c1 (stereo not drawn)	-9.2	30.8	-2.1	-0.7	.	-10.8	5.9	0.7	12.8
COc1ccc(-n2c(C(C)n3nc(C)c([N+](=O)[O-])c3C)n[nH]c2=S)cc1 (stereo not drawn)	1.7	.	4.9	-0.2	-6.0	-12.3	2.6	.	-2.3
Cc1ccc(-n2nc(C(=O)O)nc2-c2ccccc2)cc1	-5.8	-8.6	4.4	-13.2	.	-11.3	6.0	1.1	5.4
Cc1noc2ncnc(Oc3ccccc3)c12	5.6	48.8	2.8	-7.3	.	-2.1	6.0	0.5	-1.4
Cc1ccc(F)cc1NC(=O)c1cccc(N(C)C)c1	-5.0	-1.6	-0.3	10.2	7.9	-15.1	8.9	1	2.0
O=C(C(Cl)Cl)N1c2ccccc2OCC1c1ccccc1 (stereo not drawn)	11.3	75.1*	-3.8	16.4	.	-8.8	-3.4	0.2	-7.7
COc1ccc(C2NC(=O)C(C)S2)cc1 (stereo not drawn)	2.2	5.0	0.5	-9.2	2.5	-6.8	5.4	0.9	-1.3
CCn1c(COc2cccc3ccccc23)nnc1SCC(N)=O	-12.1	-74.7	1.3	14.6	4.0	-10.5	9.8	1.7	14.3
COc1cccc(CNC(=O)Nc2cccs2)c1	-2.5	53.9*	1.4	0.1	-4.8	-13.1	4.1	0.5	2.6
Cc1ccccc1-n1c(SCc2c(C)noc2C)nnc1-c1cccnc1	-4.6	42.3	4.1	-0.3	7.7	-18.7	54.8*	0.6	7.8
Cc1c(-c2c(C#N)c(N)nc3c2CCCCCC3)cnn1C	-0.4	36.3	2.0	12.0	.	-12.6	2.4	0.6	4.4
Following part
SMILES	LYP act	CYP2C9 inhib	EphB4 ephrin blk	PLK1 PBD inh	Calb biofilm kill	PLK1 kinase inh	Rev-RRE block	CYP2C9 activ	LYP inh 2
Cc1ccc(S(=O)(=O)N(C)c2ccc(C(=O)NCC3CCCO3)cc2)cc1 (stereo not drawn)	-5.7	27.5	-1.0	-5.7	4.1	15.1	7.2	0.7	3.3
CC(=O)c1c(C)[nH]c(C(=O)CSc2nnc(CN3CCCCCC3=O)n2-c2ccccn2)c1C	-1.6	15.5	0.2	1.7	-1.4	-13.0	0.4	0.8	4.8
CC(=O)Nc1cccc(NC(=O)C2CCCN2C(=O)Nc2cccc(C)c2)c1 (stereo not drawn)	-2.1	-3.7	6.7	-28.9	.	0.1	5.9	1	0.6
COC(=O)c1ccc(C(=O)OC)c(NC(=O)CCC(=O)O)c1	-11.1	-32.9	-3.5	-1.2	-5.5	-4.9	8.6	1.3	11.6
COc1ccccc1NC(=O)c1ccc(S(=O)(=O)N(C)C)cc1	-4.4	-2.2	2.3	-9.4	12.6	-12.6	6.2	1	1.4
Oc1ccc(-c2csc(NCc3ccco3)n2)cc1	-2.1	41.3	-6.9	11.8	2.9	11.3	-2.5	0.6	-0.9
O=C(NCCc1ccccc1)c1cc2ncc(Br)cn2n1	-6.1	-6.2	7.9	-0.8	4.5	5.2	8.6	1.1	8.4
Cc1ccc(-c2noc(CCC(=O)NCCCN3CCN(c4cccc(Cl)c4)CC3)n2)cc1	-4.2	73.8*	4.0	-0.4	9.3	-15.2	7.4	0.3	2.8
CC12CCC(C(=O)N3CCCc4ccccc43)(CC1=O)C2(C)C (stereo not drawn)	-0.6	4.8	0.1	-25.0	7.4	9.0	0.4	1	1.2
COC(=O)C1CCN(C(=O)Cc2ccc(C)cc2)CC1	-2.3	-2.9	1.2	-17.3	8.2	3.0	7.5	1	-0.3
CC(C)(C)NC1=CC(=O)OC12CCCCC2	6.9	-4.1	-3.7	-15.0	5.5	-7.7	7.1	1	-9.4
CC1CCc2nn(CC(=O)NCCN3CCCCC3C)cc2C1 (stereo not drawn)	0.6	-0.7	-1.3	14.3	7.0	-5.5	12.3	1	-1.7
Cc1cc2ncc(-c3ncc(C(F)(F)F)cc3Cl)cn2n1	-4.9	0.9	9.8	10.1	.	-3.6	4.9	1	7.8
O=C(NCc1ccccn1)c1cccs1	-0.7	-28.4	-6.9	-24.0	8.0	-1.2	5.3	1.3	-1.1
c1ccc(C[n+]2csc3ccccc32)cc1	-6.3	55.4*	2.8	-0.7	.	-14.0	4.8	0.4	8.8
c1ccc(OCCCCn2cnc3ccccc32)cc1	2.7	8.7	-5.1	-6.8	8.7	-0.2	4.9	0.9	-1.3
CCOC(=O)CN(C(=O)CNC(=O)c1cccs1)C(C(=O)NC1CCCC1)c1cccnc1 (stereo not drawn)	-4.2	11.5	1.4	11.9	.	-4.1	2.2	0.9	1.7
Cc1ccc(/C(O)=C2/C(=O)C(=O)N(CCN3CCOCC3)C2c2ccccn2)cc1 (stereo not drawn)	4.9	-5.5	4.9	-17.4	-4.8	-8.8	9.7	1.1	-7.9
Cc1ccc(C)c(NC(=O)c2ccccn2)c1	-5.6	-16.1	6.3	-0.8	.	-9.5	3.2	1.2	8.2
N#Cc1ccc(-c2ccccc2)nc1Sc1ccc(F)cc1	-12.9	9.5	2.0	20.4	.	-7.5	10.8	0.9	15.7
CCOP1(=O)C=C(C(C)(C)C)OC1c1ccc(F)cc1 (stereo not drawn)	-3.8	-21.5	-9.4	-1.6	9.9	-5.4	-6.7	1.2	3.8
CC1CCN(S(=O)(=O)c2cccc(C(=O)O)c2)CC1	0.4	-3.8	-1.8	1.8	-2.7	3.4	9.6	1	-2.9
CCc1nnc(NC(=O)CCC(=O)NC2CCCCC2)s1	3.1	7.7	-5.7	15.5	0.9	-2.7	-0.5	0.9	-3.3
O=C(CCCOc1ccccc1)Nc1ccc(Br)cc1	-2.5	.	3.6	-9.0	.	-8.8	-0.4	.	0.5
O=[N+]([O-])c1ccc(/C=N/n2c(C3CCCCC3)n[nH]c2=S)cc1	-3.4	0.0	-0.7	-1.2	.	-5.4	-1.2	1	5.6
Additional entries follow:
SMILES	LYP act	CYP2C9 inhib	EphB4 ephrin blk	PLK1 PBD inh	Calb biofilm kill	PLK1 kinase inh	Rev-RRE block	CYP2C9 activ	LYP inh 2
Cc1ccc(C(=O)NNC(=S)NC(=O)c2ccc(Cl)cc2)cc1	-10.3	87.4*	3.2	13.1	.	-15.3	-2.1	0.1	14.3
COc1ccc(/C=C/C(=O)c2ccccc2)cc1COc1ccccc1F	-8.4	74.5*	-1.0	-19.5	.	4.2	15.4	0.3	12.1
C/C(=N\OCC(=O)N/N=C/c1ccccc1O)c1cccs1	-3.8	-40.7	6.7	-15.7	2.0	1.2	9.6	1.4	5.2
COc1ccc(C(=O)COC(=O)CCn2nnc(-c3cccc(O)c3OC)n2)cc1	-1.8	0.2	-0.9	5.7	4.0	0.6	1.4	1	0.6
CCCCNC(=O)C1CCCN(S(=O)(=O)c2ccc(S(=O)(=O)NCC(C)C)cc2)C1 (stereo not drawn)	3.1	46.0	2.7	22.0	-2.1	-3.7	-1.4	0.5	-2.1
CC(=O)Nc1nc(-c2ccc(Cl)cc2)nc(C)c1C(C)=O	-5.6	13.7	-1.3	1.8	2.0	-6.9	2.3	0.9	5.2
O=C(Nc1cnn(C23CC4CC(CC(C4)C2)C3)c1)c1cnn2c(C(F)(F)F)cc(-c3ccco3)nc12	-5.1	78.3*	2.0	9.2	2.4	-6.1	6.8	0.2	3.5
O=C(Nc1ccc(OC(F)F)c(Cl)c1)Nc1ccc2c(c1)OCO2	10.8	-0.3	-4.7	5.9	6.9	-16.1	6.4	1	-11.5
Oc1ccccc1Cn1c(-c2ccccc2O)nc2ccccc21	6.3	66.4*	6.6	-1.2	3.5	-9.1	10.7	0.3	-14.5
Cc1ccc(CNC(=O)C23CN(Cc4ccccc4)CC2C(c2ccc([N+](=O)[O-])cc2)=NO3)cc1 (stereo not drawn)	4.3	33.3	2.4	-13.5	.	0.0	-0.9	0.7	-0.2
Cc1ccc(C(=O)C2C(c3cccs3)NC(=O)NC2(O)C(F)(F)F)cc1 (stereo not drawn)	2.0	-34.8	5.5	5.1	3.7	-5.3	4.4	1.3	-2.5
COCCOc1nc2c(c(=O)n(C)c(=O)n2C)n1CCc1ccccc1	-4.4	34.0	-3.2	15.2	-0.8	-9.3	4.4	0.7	2.4
Cc1cc(Cl)cc(C)c1OCCCCN1CCOCC1	2.5	-0.3	-1.9	-13.6	6.0	-12.2	12.6	1	-6.0

Record cards (already shown). Screens in order: LYP act | CYP2C9 inhib | EphB4 ephrin blk | PLK1 PBD inh | Calb biofilm kill | PLK1 kinase inh | Rev-RRE block | CYP2C9 activ | LYP inh 2
Record of `Cc1ccc(C(=O)NNC(=S)NC(=O)c2ccc(Cl)cc2)cc1` → -10.3 | 87.4* | 3.2 | 13.1 | . | -15.3 | -2.1 | 0.1 | 14.3
Record of `COc1ccc(C(=O)COC(=O)CCn2nnc(-c3cccc(O)c3OC)n2)cc1` → -1.8 | 0.2 | -0.9 | 5.7 | 4.0 | 0.6 | 1.4 | 1 | 0.6
Record of `CCCCNC(=O)C1CCCN(S(=O)(=O)c2ccc(S(=O)(=O)NCC(C)C)cc2)C1` (stereo not drawn) → 3.1 | 46.0 | 2.7 | 22.0 | -2.1 | -3.7 | -1.4 | 0.5 | -2.1
Record of `O=C(Nc1cnn(C23CC4CC(CC(C4)C2)C3)c1)c1cnn2c(C(F)(F)F)cc(-c3ccco3)nc12` → -5.1 | 78.3* | 2.0 | 9.2 | 2.4 | -6.1 | 6.8 | 0.2 | 3.5

Not a hit list (roughly 20% active in at least one column).
